Source: PubChem BioAssay (National Center for Advancing Translational Sciences (NCATS))
TRPV1 ag: agonists of human vanilloid receptor 1 (TRPV1). Q8NER1. TRPV1-expressing cells, Fluo-8 calcium influx, agonist mode. activation, % at 8.33 µM. 320,000 tested, 0.19% active; in the data active = activation above about 80%; inconclusive = between about 30% and that limit; also: 0% is about no effect
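Cells expressing TRPV1 were dye-loaded with Fluo-8 and read kinetically: 10 s baseline, 3 min after compound (agonist portion), then 2 min after EC20 capsaicin (allosteric enhancer portion). Calcium-bound dye fluorescence at 480/520 nm.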
ASM inhibitor: inhibitors of human secretory acid sphingomyelinase | placental ASM, HMU-PC fluorogenic substrate, 60 min | Potency, µM (highest dose often 57.5 µM), for inactives: at the top dose activity change, negative = inhibition, most hits filed as inhibitors | 340,000 tested, 0.006% active; also: potency is read from the fitted curve at half-maximal effect
Target sequence (P17405 47-631 limits assumed): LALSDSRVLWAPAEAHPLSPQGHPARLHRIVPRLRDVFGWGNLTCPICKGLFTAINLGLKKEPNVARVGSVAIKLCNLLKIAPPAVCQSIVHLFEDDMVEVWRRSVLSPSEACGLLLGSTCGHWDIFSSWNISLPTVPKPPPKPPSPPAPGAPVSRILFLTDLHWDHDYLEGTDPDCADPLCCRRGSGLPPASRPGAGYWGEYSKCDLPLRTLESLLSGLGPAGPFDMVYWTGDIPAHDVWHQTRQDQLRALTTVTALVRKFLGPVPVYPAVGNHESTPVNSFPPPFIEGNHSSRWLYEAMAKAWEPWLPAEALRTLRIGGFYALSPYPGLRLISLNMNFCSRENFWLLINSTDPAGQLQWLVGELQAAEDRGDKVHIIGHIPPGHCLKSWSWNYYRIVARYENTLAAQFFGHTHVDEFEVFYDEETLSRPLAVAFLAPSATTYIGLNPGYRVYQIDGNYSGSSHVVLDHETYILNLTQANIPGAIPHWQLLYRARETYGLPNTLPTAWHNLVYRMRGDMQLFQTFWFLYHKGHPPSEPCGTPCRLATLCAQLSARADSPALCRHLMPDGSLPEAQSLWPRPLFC
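Steps: dispense placental human ASM, pin compound, wait 10 min at room temperature, add HMU-PC0 substrate at 9 uM final, incubate 60 min at 37 °C, add stop solution raising pH to 10, read fluorescence.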
B2AR arrestin: agonists driving beta-arrestin recruitment to human beta2-adrenergic receptor. 330,000 tested, 0.02% active. Potency, µM (top dose mostly 46.1 µM), for inactives: at the highest dose activation, most hits filed as activators. beta-arrestin recruitment to beta2AR, cell-based reporter. P07550;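 also: potency is read from the fitted curve at half-maximal effect; 0% = DMSO controls and full agonism = EC100 isoproterenol or metaproterenol; nearly all actives have a fitted effect of over 65% in size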
BRCA1 expr act: activators of BRCA1 expression; 380,000 tested, 1.1% active; AID 624202; MCF7-BRCA1-FFLuc reporter, luminescence, 48 h; response scale: scaled: vehicle 0%, 10 µM genistein 100%; Potency, µM (doses to about 46.1 µM), for the others: top-dose activation, most hits filed as activators; also: potency is read from the fitted curve at half-maximal effect; nearly all actives have a fitted effect of over 80% in size; some results filed as inactive show a strong effect at the top dose
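Luminescence from a BRCA1-driven firefly luciferase in MCF7 cells was read after 48 h compound exposure at 37 C. Data normalized against DMSO and a 10microM genistein activation control, then curve-fitted across the titration.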
uPA surface inh: blocks generation of uPA at the cell surface; cell surface uPA generation assay, qHTS; Potency, µM (doses to about 38.3 µM), inactives show at the highest dose activity change, negative = inhibition, usual class: inhibitors; 330,000 tested, 0.31% active; active = well fitted inhibition curve with a large enough effect; inconclusive = small, poorly fitted or top-dose-only effect; inactive = no such curve, though single readings can be large or run the other way; tested in mouse RAW 264.7 cells; also: potency is read from the fitted curve at half-maximal effect; % is scaled to controls: 0 for no effect and ±100 for the full control effect; nearly all actives have a fitted effect of over 55% in size
Eya2 phos inh: Eya2 (human) phosphatase inhibition | recombinant Eya2, OMFP fluorescence dephosphorylation (OMFP is methylfluorescein phosphate) | 330,000 tested, 0.006% active | Potency, µM (titrated, usually from 76.9 µM), without a hit: at the highest dose activity, negative = inhibition, usual class: inhibitors | AID 488837; also: potency is read from the fitted curve at half-maximal effect; % is scaled to controls: 0 for no effect and ±100 for the full control effect
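Eya2 (0.2 uM) preincubated 10 min at ambient with compound, then OMFP substrate added at 50 uM; 10 min reaction in 50 mM HEPES pH 7.5, 50 mM NaCl, 5 uM MgCl2, 0.05% BSA, 1 mM DTT. Fluorescence read at Ex 485/Em 525 nm.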
p53 reactivation: re-activators of mutant p53; H1299 p53-A138V BP100-luciferase reporter, luminescence, 24 h; Potency, µM (top dose mostly 92.2 µM), inactives show top-dose activity change, positive = activation, most hits filed as activators; 320,000 tested, 0.063% active; also: potency is read from the fitted curve at half-maximal effect; % of control where 0% means no effect; nearly all actives have a fitted effect of over 45% in size
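H1299 (p53-null), stable ts p53-A138V + BP100-Luc; 1000 cells/well, Opti-MEM/10% FBS; cpd 4 pt, 1:5; 24 h, 37 deg C, 5% CO2; detection reagent 10 min RT; luminescence.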
PTAP TSG101 blk: blocks PTAP/TSG101 interaction to inhibit HIV-1 budding | Fluorescence polarization, FITC-PTAP peptide / Tsg101 binding | Potency, µM (highest dose often 115 µM), without a hit: at the top dose activity change, negative = inhibition, actives largely listed as inhibitors | AID 493005 | Q99816 | 340,000 tested, under 10 active; active = well fitted inhibition curve with a large enough effect in the main read-out, with a control signal flat, not every such curve was filed as active; inconclusive = small, poorly fitted or top-dose-only effect, or effect the other way, or a change in a side signal; inactive = no such curve, though single readings can be large or run the other way; also: potency is read from the fitted curve at half-maximal effect; % of control where 0% means no effect
Target sequence (Q99816 whole entry, looked up): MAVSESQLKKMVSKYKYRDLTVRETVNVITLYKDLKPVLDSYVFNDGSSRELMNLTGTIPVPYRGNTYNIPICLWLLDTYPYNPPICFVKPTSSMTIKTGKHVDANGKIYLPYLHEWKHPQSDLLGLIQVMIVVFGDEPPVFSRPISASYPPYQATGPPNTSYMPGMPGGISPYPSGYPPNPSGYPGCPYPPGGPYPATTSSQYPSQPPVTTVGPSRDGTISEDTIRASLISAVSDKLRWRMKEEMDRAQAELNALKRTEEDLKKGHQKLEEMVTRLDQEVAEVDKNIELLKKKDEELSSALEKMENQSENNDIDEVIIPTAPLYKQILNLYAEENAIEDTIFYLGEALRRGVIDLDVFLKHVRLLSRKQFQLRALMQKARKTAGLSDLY
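Fluorescence anisotropy tracks displacement of a FITC-tagged PTAP peptide (50 nM) from the Tsg101 binding domain (10 uM), following a 20 min room-temperature incubation at pH 7.5.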
USP2a inh: inhibitors of human ubiquitin-specific protease USP2a. USP2 core, Ub-CHOP2 coupled fluorogenic reporter, 485/531. O75604. Potency, µM (doses to about 38.3 µM), without a hit: top-dose activity change, negative = inhibition, most hits filed as inhibitors. 330,000 tested, 0.01% active;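 also: potency is read from the fitted curve at half-maximal effect; plate controls were DMSO wells for no effect and full inhibition by NEM control for full effect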
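Cell-free coupled assay: 10nM USP2 core preincubated 30min RT with compound in Tris-HCl pH 8.0/CaCl2/CHAPS buffer, then 25nM Ub-CHOP2 and 25nM reporter substrate; fluorescence (Ex 485/Em 531) read after 60min RT, normalized to NEM inhibition, concentration-response curves fitted.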
Integrin act MD: activates integrin-mediated alleviation for muscular dystrophy; 350,000 tested, 0.064% active; AID 624291; alpha7betagal myoblasts, beta-gal FDG fluorescence, 48 h; Potency, µM (doses to about 38.3 µM), for inactives: at the top dose activation, usual class: activators;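 also: potency is read from the fitted curve at half-maximal effect; 100% = response of the positive control SU9516; nearly all actives have a fitted effect of over 60% in size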
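alpha7betagal+/- myoblasts (passage 13, 250/well) treated 48 h at 37C with compounds at 1:260 dilution of DMSO stock. Lysed, then beta-galactosidase activity read as FDG fluorescence (ex 480/em 540) after 30 min, with pre-read for autofluorescence.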
ELG1 genotoxic: genotoxicity induction in ELG1-luciferase HEK293T cells; HEK293T ELG1-luciferase reporter, luminescence, 16 h; Potency, µM (titrated, usually from 46 µM), for the others: at the top dose activity change, positive = activation, actives largely listed as activators; 330,000 tested, 1.3% active; also: potency is read from the fitted curve at half-maximal effect; % of control where 0% means no effect; nearly all actives have a fitted effect of over 60% in size
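16 hr compound incubation (37 °C, 5% CO2) of HEK293T cells carrying luciferase-tagged ELG1; luciferase then measured by ONE-Glo luminescence after 30 min at RT.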
* marks the source's active call; other numbers are inactive results; u = inconclusive; x = no result given; [ ] = another dose, or the depositor's remark. Unless noted, calls follow the shape of the dose curve; as a rule, active = well fitted curve in the direction sought with a large enough effect; inconclusive = small, poorly fitted or top-dose-only effect, or another doubt; inactive = no such curve, though single readings can be large; an effect the other way counts as inactive or inconclusive.

Compound	uPA surface inh	USP2a inh	BRCA1 expr act	Eya2 phos inh	PTAP TSG101 blk	Integrin act MD	ELG1 genotoxic	p53 reactivation	TRPV1 ag	ASM inhibitor	B2AR arrestin
COc1ccc(C(=O)N/C(=C/c2cccc3ccccc23)C(=O)NCCc2c[nH]c3ccccc23)cc1OC	7%	3%	-28%	-10%	0%	8%	-7%	2%	-4	-8%	0.3%
Nc1nc(CSc2ccccn2)nc(Nc2ccccc2)n1	1%	1%	u	-8%	-4%	-2%	u	u	6	1%	2.6%
CSc1nc(-c2ccc(F)cc2)cc(=O)[nH]1	2%	1%	-19%	7%	0%	-2%	4%	-5%	3	-1%	-2.1%
O=C(OCC(=O)c1ccccc1Cl)C1=NN(c2ccccc2)C(=O)CC1	3%	1%	-6%	2%	0%	9%	11%	27%	x	5%	0.0%
COc1cccc(N(CC(=O)N2CCCCCC2)S(C)(=O)=O)c1	9%	-1%	-1%	2%	-2%	7%	-1%	7%	1	-2%	0.2%
CCC(CO)NCc1ccc(OC2CCCC2)cc1 (configuration not stated)	-2%	0%	28%	-9%	-2%	-48%[inhibitor]	0%	-8%	3	3%	-0.8%
CC(C)(C(=O)Nc1nccs1)c1ccccc1	-2%	2%	-3%	8%	-4%	-22%	-8%	-4%	-4	-2%	0.0%
Cc1cccc(NC(=O)Cn2c(O)c(N=NC(=O)c3ccncc3)c3ccccc32)c1	13%	1%	-13%	-6%	-4%	-3%	8%	1%	-1	-6%	0.4%
Cc1ccc(N2C(=O)C3C4CC(=O)C(c5ccccc54)C3C2=O)cc1 (configuration not stated)	3%	1%	-16%	-1%	4%	8%	-2%	1%	4	6%	0.3%
COc1ccc(S(=O)(=O)Nc2cccc(SC)c2)cc1OC	x	4%	-37%	-8%	-1%	-2%	-3%	-1%	4	-1%	0.1%
CCOc1cc(N2CCOCC2)c(OCC)cc1NC(=O)C1CCCC1	1%	4%	-12%	-3%	-6%	-3%	0%	-1%	9	4%	0.1%
CC(C)C(=O)N1CCN(c2ccccc2NC(=O)c2ccc([N+](=O)[O-])o2)CC1	-12%	2%	-73%	-21%	-5%	-21%	-17%	u	-2	-4%	0.1%

The last seven compounds of the part above open the next one:
Compound	uPA surface inh	USP2a inh	BRCA1 expr act	Eya2 phos inh	PTAP TSG101 blk	Integrin act MD	ELG1 genotoxic	p53 reactivation	TRPV1 ag	ASM inhibitor	B2AR arrestin
CCC(CO)NCc1ccc(OC2CCCC2)cc1 (configuration not stated)	-2%	0%	28%	-9%	-2%	-48%[inhibitor]	0%	-8%	3	3%	-0.8%
CC(C)(C(=O)Nc1nccs1)c1ccccc1	-2%	2%	-3%	8%	-4%	-22%	-8%	-4%	-4	-2%	0.0%
Cc1cccc(NC(=O)Cn2c(O)c(N=NC(=O)c3ccncc3)c3ccccc32)c1	13%	1%	-13%	-6%	-4%	-3%	8%	1%	-1	-6%	0.4%
Cc1ccc(N2C(=O)C3C4CC(=O)C(c5ccccc54)C3C2=O)cc1 (configuration not stated)	3%	1%	-16%	-1%	4%	8%	-2%	1%	4	6%	0.3%
COc1ccc(S(=O)(=O)Nc2cccc(SC)c2)cc1OC	x	4%	-37%	-8%	-1%	-2%	-3%	-1%	4	-1%	0.1%
CCOc1cc(N2CCOCC2)c(OCC)cc1NC(=O)C1CCCC1	1%	4%	-12%	-3%	-6%	-3%	0%	-1%	9	4%	0.1%
CC(C)C(=O)N1CCN(c2ccccc2NC(=O)c2ccc([N+](=O)[O-])o2)CC1	-12%	2%	-73%	-21%	-5%	-21%	-17%	u	-2	-4%	0.1%
CC1CN(c2nc(Nc3ccccc3)nc(N)c2[N+](=O)[O-])CC(C)O1 (configuration not stated)	-20%	-5%	-35%	-5%	-3%	-17%	-2%	10%	-1	-10%	5.0%
CCOC(=O)c1[nH]c2c(c1-c1ccccc1)C(=O)CC(c1ccc(Cl)cc1)C2 (configuration not stated)	-14%	-1%	0%	-1%	0%	8%	5%	-3%	0	0%	-0.4%
C=CCO/N=C(/C)c1c(O)c(CC)c(-c2ccccc2)n(-c2ccccc2)c1=O	0%	0%	-17%	-6%	-10%	34%	0%	18%	20	-20%	-0.5%
CC(C)c1ccc(NC(=O)C2C3C=CC4(CN(CCCN5CCOCC5)C(=O)C24)O3)cc1 (configuration not stated)	-4%	0%	7%	22%	-5%	21%	1%	-4%	-5	4%	-0.6%
O=Cc1ccc(OCc2nnc(-c3ccccc3Br)o2)cc1	4%	-2%	45%	10%	-13%	-22%	15%	5%	5	3%	-0.1%
Cc1nc(Nc2nc3ccccc3o2)nc(C)c1C(=O)Nc1ccc(F)cc1	18%	2%	-3%	2%	-5%	-11%	-1%	0%	0	0%	-0.6%
O=C(NN1C(=O)c2ccccc2NC1c1ccccn1)c1ccccc1 (configuration not stated)	1%	1%	5%	8%	0%	12%	1%	15%	4	44%[activator]	-0.5%
Nc1nc2ccc(N3CCOCC3)cc2s1	-7%	0%	-18%	-18%	-1%	7%	8.2µM*	7%	-1	0%	0.1%
COc1cccc(CN2CC(C(=O)NCc3ccc(C)o3)CCC2=O)c1 (configuration not stated)	u	-1%	-9%	7%	-1%	-28%	6%	x	1	2%	-0.1%
CC(=O)NC(CC(=O)N(C)C1CCCCC1)c1ccccc1 (configuration not stated)	2%	-2%	1%	-13%	-2%	11%	0%	0%	0	5%	0.3%
COCc1cc(C)n(CC(=O)Nc2cc(C)cc(C)c2)c(=O)c1C#N	23%	-1%	-7%	-2%	-2%	19%	0%	0%	0	2%	-0.4%
CCn1c(SCC(=O)Nc2ccc(OC)c(OC)c2)nc2c(c1=O)SCC2	3%	-5%	-5%	4%	-6%	0%	-2%	-24%	6	3%	-0.9%
Cc1ccc(C)c(OCC(=O)N2CCOCC2)c1	3%	2%	10%	8%	-5%	13%	-4%	-1%	-1	4%	0.3%
COc1cc(C(C(=O)NC(C)(C)C)N(C(=O)CNC(=O)c2cccs2)c2cccnc2)cc(OC)c1OC (configuration not stated)	10%	0%	-20%	8%	0%	u	6%	1%	2	1%	-0.5%
Brc1ccc(-c2cnc3n2CCCC3)cc1	18%	0%	11%	3%	-1%	0%	-4%	1%	u	-1%	-0.1%
CCOC(=O)c1c(CC(C)C)csc1/N=C/C1C(=O)CC(C)(C)CC1=O	-1%	0%	-5%	7%	-4%	13%	0%	2%	7	6%	0.0%
N#Cc1ccc(Nc2ccccc2)c(N)c1	5%	-2%	-1%	-2%	-6%	-36%	-4%	2%	5	16%	0.5%
CCNCCC(=O)N1c2ccccc2Sc2ccc(C(F)(F)F)cc21	-8%	1%	-46%	-8%	2%	7%	-1%	-1%	3	1%	-0.7%
CCC(CC)C(=O)Nc1cccc(C(=O)Nc2ccc(OC)cc2[N+](=O)[O-])c1	x	4%	-5%	-4%	-1%	1%[7.66 µM]	5%	-1%	3	0%	0.5%
O=C1CC(c2ccc(F)cc2)C(n2cncn2)C(O)=C1C1NCCc2ccccc21 (configuration not stated)	10%	1%	4%	-7%	-1%	20%	-3%	9%	0	5%	0.2%
COc1ccc(CN2C(=O)CCCc3ccccc32)cc1	-6%	2%	-36%	2%	-5%	0%	-4%	-5%	4	0%	-0.2%
Cc1cn([C@H]2C[C@H](O)[C@@H](CCC(=O)NCc3ccco3)O2)c(=O)[nH]c1=O	-5%	x	8%	x	-1%	19%	x	x	x	23%	x
COc1ccc(C=C2C=C(C(C)(C)C)C(=O)C(C(C)(C)C)=C2)cc1OC	2%	2%	-57%	0%	-7%	-67%[inhibitor]	-10%	-5%	11	-3%	-0.6%
Cc1ccc(/C(=N/Nc2ncnc3ccccc23)C(=O)O)cc1	-3%	1%	0%	20%	-5%	-13%	u	u	2	4%	11µM*
